Lipid storage S3: qHTS Assay for Lipid Storage Modulators in Drosophila S3 Cells | Drosophila S3 cells, BODIPY lipid droplet fluorescence, 18-24 h; cells fed with added oleic acid | Potency in µM for hits, for the others lipid storage change, negative = inhibition, % at the top dose, mostly 46.1 µM | hit rate 0.64% among 320,000; active = well fitted inhibition curve with a large enough effect in the signal ratio, with a control signal flat, not every such curve was filed as active; inconclusive = small, poorly fitted or top-dose-only effect, or effect the other way, or a change in a side signal; the % refers to the signal ratio
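Laser-scanning cytometry quantifies lipid droplet accumulation (500–530 nm total intensity; droplet/cell object ratio) in oleic acid-fed (400 uM added) Drosophila S3 cells treated with a concentration series. 20 uM Triacsin C defined 100% inhibition.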
Lipid storage S3 cell count max: recorded beside Lipid storage S3, whose call it bears; cell number change, %; measured here: cell count max response;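 cells counted by Cell Tracker Red CMTPX staining in the red channel; peak over a dose series mostly up to 46.1 µM; percent activity relative to internal control wells on each plate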
* hit, by the source's call; i = inactive; ? = inconclusive; · = not tested or not shown; [ ] = another dose, or the depositor's remark. % is set by controls: 0 for no effect and ±100 for the full control effect; potency is the fitted concentration of half-maximal effect.

Sequence of screens: Lipid storage S3 | Lipid storage S3 cell count max
1: O=C(C1=C[C@H](c2csc3ccccc23)C[C@H](OCCCCO)O1)N1CCN(Cc2ccc3c(c2)OCO3)CC1
  ? | ·
2: CCOC(=O)c1c(C)n(C)c2ccc(OCC(O)CNCCc3ccccc3)cc12 (stereo not given)
  9% | 12
3: CCCCNc1nc2c(c(=O)n(Cc3ccccc3)c(=O)n2C)n1C
  ? | ·
4: CCO[C@H]1OC(C(=O)Nc2ccccc2)=C[C@@H](c2coc3ccccc3c2=O)[C@@H]1CCCO
  ? | ·
5: CN(C)S(=O)(=O)c1cccc(NC(=O)c2cccc(NS(=O)(=O)c3ccccc3)c2)c1
  ? | ·
6: CC1(C)CC(=O)C=C(Nc2ccccc2C#N)C1
  ? | ·
7: O=C(CN(c1cccc([N+](=O)[O-])c1)S(=O)(=O)c1ccccc1)NCc1ccccc1
  -6% | -3
8: CC(=O)Nc1cc(C(=O)N2CCCC2)ccc1Sc1ccc(C)cc1
  ? | ·
9: N#Cc1nc(COc2cccc(Cl)c2)oc1N1CCN(c2ccccc2)CC1
  ? | ·
10: COc1ccc(Oc2nc(OC)cc(OC)n2)cc1
  15% | 22
11: Cc1ccccc1C(=O)NC1CCN(C(=O)N2CCOCC2)CC1
  -9% | 5
12: Cc1ccc(/C([O-])=C(/C(=S)NCc2ccccc2)[n+]2ccccc2)cc1[N+](=O)[O-]
  ? | ·
13: COc1ccc(NC(=O)COC(=O)c2ccc(OCc3ccccc3Cl)c(OC)c2)c(OC)c1
  ? | ·
14: Cc1cccc(-n2c(N)c(C(=O)NCCN3CCOCC3)c3nc4ccccc4nc32)c1
  ? | ·
15: CC(C)(C)C(=O)CN1C(=O)NC2(CCCc3ccccc32)C1=O (stereo not given)
  i | ·
16: COc1ccc(Cl)cc1N(CC(=O)N/N=C/c1ccc(OCC(N)=O)cc1)S(C)(=O)=O
  ? | ·
17: CCN(/C=N/c1sc2c(c1C#N)CCCCC2)CC
  ? | ·
18: CCOC(=O)Cn1ccc(NC(=O)COc2ccc(F)cc2)n1
  ? | ·
19: CC(=O)OC1COC(n2c(O)c(N=NC(N)=S)c3ccccc32)C(OC(C)=O)C1OC(C)=O (stereo not given)
  ? | ·
20: Cc1ccc(S(=O)(=O)N2CCN(C(=O)CN3CCOCC3)C2C(C)C)cc1 (stereo not given)
  ? | ·
21: CC(=O)Nc1ccc(S(=O)(=O)N2CCCC2C(=O)Nc2ccc(F)cc2)cc1 (stereo not given)
  i | -14
22: CCOC(=O)c1cccc(NC(=O)CCCn2c(=O)c3cccn3c3cccnc32)c1
  ? | ·
23: O=C(c1ccc(Br)cc1)N(c1ccccn1)C1CCCCC1
  14% | 8
24: COc1ccc(C(=O)/C=C/c2ccc(OC)c(CN3CCOCC3)c2)cc1
  ? | ·
25: CC(=O)Nc1cccc(OCC(O)Cn2cnc3ccccc32)c1 (stereo not given)
  i | ·
26: CCC(C(=O)OCC(=O)Nc1c(Cl)cccc1Cl)c1ccccc1 (stereo not given)
  ? | ·
27: CC(C)(C)c1ccc(CNC(=O)C2CCCN2C(=O)Nc2ccccc2)cc1 (stereo not given)
  ? | ·
28: COc1ccccc1NS(=O)(=O)c1cc(N)ccc1N1CCCCC1
  ? | ·
29: O=C(NNC1CC(=O)N(c2ccccc2)C1=O)c1ccco1 (stereo not given)
  0% | -1
30: COC(CNC(=O)C(=O)Nc1cc2c3c(c1)CC(=O)N3CCC2)OC
  ? | ·

Sorted by value in Lipid storage S3 (highest first): 4 from the list above
Sequence of screens: Lipid storage S3 | Lipid storage S3 cell count max
23: O=C(c1ccc(Br)cc1)N(c1ccccn1)C1CCCCC1
  14% | 8
2: CCOC(=O)c1c(C)n(C)c2ccc(OCC(O)CNCCc3ccccc3)cc12 (stereo not given)
  9% | 12
7: O=C(CN(c1cccc([N+](=O)[O-])c1)S(=O)(=O)c1ccccc1)NCc1ccccc1
  -6% | -3
11: Cc1ccccc1C(=O)NC1CCN(C(=O)N2CCOCC2)CC1
  -9% | 5

(cont.)
Sequence of screens: Lipid storage S3 | Lipid storage S3 cell count max
31: COc1ccc(NC(=O)C(NC(C)=O)C(=O)NCc2ccccc2OC)cc1 (stereo not given)
  22% | ·
32: CC1(C)CC(=O)C2=C(C1)Nc1ccccc1NC2c1cccc(F)c1 (stereo not given)
  i | -15
33: COCCN(C(=O)COC(=O)CSc1ccc2ccccc2c1)c1c(N)n(Cc2ccccc2)c(=O)[nH]c1=O
  2% | -6
34: CC(=O)Oc1ccc(C(=O)Nc2ccccc2C(=O)NCC(C)C)cc1
  ? | ·
35: COc1ccc(OCCCC(=O)Nc2cccc([N+](=O)[O-])c2)cc1
  0% | 10
36: Cc1ccc(C2=NO[C@@](CC(=O)O)(C(=O)Nc3ccc4c(c3)OCCO4)C2)cc1
  8% | 6
37: Cc1nc(N)sc1C(=O)NN
  11% | 2
38: O=C(NC1CCSc2ccccc21)c1cccc(S(=O)(=O)N2CCOCC2)c1 (stereo not given)
  ? | ·
39: Cc1ccc(CNC(=O)C2CCC(=O)N2C(C)C)cc1 (stereo not given)
  ? | ·
40: Cc1csc(CN(C)C(=O)C2CCC(=O)N(CCCc3ccccc3)C2)n1 (stereo not given)
  i | ·
41: Cc1cc2c(cc1C)C(c1ccsc1)CC(=O)N2 (stereo not given)
  ? | ·
42: CC(O)CSc1nc2c(c(=O)[nH]c(=O)n2C)n1CC(O)COc1ccccc1 (stereo not given)
  ? | ·
43: CC(C)c1cc(C(=O)O)n[nH]1
  ? | ·
44: O=[N+]([O-])c1ccc2nc(C3CCCCC3)[nH]c2c1
  ? | ·
45: Cc1ccc2nc(-c3cccc(S(=O)(=O)N(C)C)c3)cn2c1
  14% | -12
46: COc1ccc(NC(=O)C(=O)NCC2CCCN2S(=O)(=O)c2cc(C)ccc2C)cc1 (stereo not given)
  ? | ·
47: CCC(C)c1ccc(NC(=S)N2CCN(C(=O)C3CCCO3)CC2)cc1 (stereo not given)
  ? | ·
48: COc1cccc(CNC(=O)c2ccc(S(=O)(=O)N3CCOCC3)cc2)c1
  ? | ·
49: O=c1cc(O)nc(SCc2ccccc2Cl)[nH]1
  ? | ·
50: CC1=NN(c2ccccc2)C(=O)C1=C(C)C
  0% | 14
51: COC(=O)C1=C(C)N(C)C(C)=C(C(=O)OC)C1c1ccncc1
  ? | ·
52: Cc1cccc(N(Cc2ccccc2)C(=O)c2cccc(S(=O)(=O)N3CC(C)OC(C)C3)c2)c1 (stereo not given)
  ? | ·
53: O=C(O)CCCn1c(=S)[nH]c2c(sc3ccc([N+](=O)[O-])cc32)c1=O
  ? | ·
54: Fc1ccccc1N1CCN(Cc2nc(-c3ccccc3)no2)CC1
  i | ·
55: COc1ccc(NC(=S)NC(NC(=O)C(C)C)C(Cl)(Cl)Cl)c([N+](=O)[O-])c1 (stereo not given)
  ? | ·
56: CCN(CC)CCC(=O)Nc1ccc2c(c1)N(C(=O)CN(CC)CC)c1ccccc1CC2
  -3% | 24
57: Cc1ccc(NC(=S)NNC(=O)c2ccccc2OC(F)F)cc1
  -8% | -14
58: Cc1ccc(CN2C(=O)C(Cc3ccccc3)Nc3ncnc(N4CCN(c5ccccc5)CC4)c32)cc1 (stereo not given)
  ? | ·
59: Cc1ccc2[nH]c(C)c(CCNC(=O)c3c(N)no[n+]3[O-])c2c1
  ? | ·
60: CCOC(=O)C1CCN(c2cc3c(cc2NC(=O)c2ccccc2OCC)n(C)c(=O)n3C)CC1
  ? | ·
61: CC(=O)Nc1cccc(/C(C)=N/NC(=O)c2cccc(S(=O)(=O)N3CCOCC3)c2)c1
  -25% | ·
62: Cn1ncc(Cl)c1C(=O)N1CCCc2ccccc21
  ? | ·
63: S=C(N=Nc1ccccc1)NNc1ccccc1
  ? | ·
64: COc1ccc(C)cc1NC(=O)CCS(=O)(=O)c1cc2c(cc1Cl)NC(=O)CO2
  ? | ·
65: Cc1ccn(S(=O)(=O)c2ccc3oc(=O)ccc3c2)n1
  ? | ·
66: CCN1CCN(S(=O)(=O)c2ccc(S(=O)(=O)NC3CC3)cc2)CC1
  ? | ·
67: CC(=O)Oc1ccccc1C(=O)Oc1ccccc1C(=O)O
  ? | ·
68: COc1ccc(N(CC(=O)N/N=C/c2ccco2)S(=O)(=O)c2ccccc2)cc1Cl
  ? | ·
69: CN(C)CCCN(C(=O)c1ccco1)c1nc2c(F)cccc2s1
  ? | ·
70: COc1ccc(C)cc1NC(=O)COC(C)=O
  ? | ·
71: CCOC(=O)c1c(-c2ccccc2)csc1NC(=S)N(CC)CC
  -18% | -12
72: COc1cc(/C=C/C(=O)Nc2ccc(C(C)=O)cc2)cc(OC)c1OC
  23% | ·
73: COc1ccc(N2CCC(CNC(=O)Nc3ccc(OC)cc3OC)C2)cc1 (stereo not given)
  2% | -8
74: N=c1c(-c2nc3ccccc3[nH]2)cc(C(=O)c2cccs2)nn1-c1ccccc1
  -2% | -5
75: COc1ccc(N2C(=O)C3ON(C4SC(=S)N(C)C4(C)C)C(c4ccc(Cl)cc4)C3C2=O)cc1 (stereo not given)
  0% | 19
76: C/C(=N/NC(=O)c1ccc(Br)o1)c1ccc(C)o1
  ? | ·
77: COc1cc(/C=N/NC(=O)c2ccc(O)cc2)ccc1Oc1ccc([N+](=O)[O-])cn1
  ? | ·
78: CCOc1ccc(NS(=O)(=O)c2ccc3c(c2)N(C(C)=O)CC3)cc1
  12%[9.22 µM] | -7
79: CC(C)NS(=O)(=O)c1ccc(OCC(=O)NCC2CCCO2)c(Cl)c1 (stereo not given)
  i | -11
80: COc1ccc(-c2nnc(SCc3ccccc3F)o2)cc1OC
  ? | ·
81: O=C(c1cc(-c2cccs2)on1)N1CCN(c2ccc(F)cc2)CC1
  1% | -15
82: CCc1noc(C)c1C(=O)Nc1cc(S(=O)(=O)N2CCCCC2)ccc1N(C)C
  ? | ·
83: NS(=O)(=O)c1cccc(NC(=S)NC(=O)C23CC4CC(CC(C4)C2)C3)c1
  ? | ·
84: CCOCCCn1c(=S)[nH]c2cc(C(=O)N3CCC(C(N)=O)(N4CCCCC4)CC3)ccc2c1=O
  1% | 18
85: CCN(CC)c1ccc(-c2nnc(SCC(=O)N(CCOC)c3c(N)n(CC(C)C)c(=O)[nH]c3=O)o2)cc1
  7%[0.0737 µM] | -27
86: Cc1cccc2c(CCNC(=O)c3ccc([N+](=O)[O-])cc3)c[nH]c12
  ? | ·
87: CN1CCOC(=O)/C1=N/Nc1cc(Cl)ccc1Cl
  ? | ·
88: C/C(=N\NC(=O)c1cc(-c2cccc(OC(C)C)c2)nc2ccccc12)c1cccnc1
  ? | ·
89: CC(=O)NCc1cn2c(C)csc2n1
  0% | -9
90: CN(CC(=O)Nc1ccccc1Br)C(=O)CCC1CCCC1
  ? | ·

(more compounds)
Sequence of screens: Lipid storage S3 | Lipid storage S3 cell count max
91: COc1ccc(CNCC(=O)Nc2cc(C)nn2-c2nc(C)cc(C)n2)cc1OC
  12% | 0
92: Cc1ccccc1OCC(=O)NCCN1CCCC1
  ? | ·
93: O=C(O)c1ccc(S(=O)(=O)N2CCCc3ccccc32)cc1
  ? | ·
94: O=C(CN1CCCC1)Nc1cc(F)ccc1F
  ? | ·
95: Cc1ccc(S(=O)(=O)N2CCCC(C(=O)NCCC(C)C)C2)cc1 (stereo not given)
  22% | 11
96: Cc1ccc(S(=O)(=O)CCc2nnc(N)s2)cc1
  -3% | 1
97: N#Cc1ccc(S(=O)(=O)N2CCCN(c3ccc(C(F)(F)F)cn3)CC2)cc1
  8% | -3
98: CCOc1cc(CNC(CC)CO)ccc1OCC(=O)Nc1cccc(C(F)(F)F)c1 (stereo not given)
  0% | -2
99: COC(=O)c1sccc1S(=O)(=O)NCc1ccc(S(N)(=O)=O)cc1
  -9% | 19
100: CCN(CCNS(=O)(=O)c1ccc2[nH]c(=O)sc2c1)c1ccccc1
  28% | ·
101: COCCNc1c(-c2cc3ccc(C)c(C)c3[nH]c2=O)nc2ccccn12
  ? | ·
102: O=C(O)CSc1nc(-c2cccs2)cc(C(F)(F)F)n1
  5% | -4
103: CCN(/C=N/c1sc2c(c1C#N)CC(C)(C)NC2(C)C)CC
  ? | ·
104: COc1cc(OC)cc(C(=O)NC2CCN(CC(=O)Nc3cccc4ccccc34)CC2)c1
  7% | 9
105: CCC(/C=C1\Sc2ccc(OC)cc2N1CCO)=C\c1sc2ccc(OC)cc2[n+]1CCO
  ? | ·
106: Cc1cccc(OCC(O)Cn2c(-n3nc(C)cc3C)nc3c2c(=O)[nH]c(=O)n3C)c1 (stereo not given)
  ? | ·
107: COc1ccc(CNC(=O)C2CCC(CNc3c(N4CCCCC4)c(=O)c3=O)CC2)cc1 (stereo not given)
  10% | -3
108: CC1=NCC(C)c2c1[nH]c1ccccc21 (stereo not given)
  ? | ·
109: COc1ccc(C(=O)O/N=C(\N)c2cccc(C)c2)cc1OC
  6% | 0
110: CC1CC(C)CN(S(=O)(=O)c2ccc(C(=O)N(c3ccccn3)C3CCCCC3)cc2)C1 (stereo not given)
  2% | -4

Compounds shown so far that have bromine, in the order listed:
Sequence of screens: Lipid storage S3 | Lipid storage S3 cell count max
23: O=C(c1ccc(Br)cc1)N(c1ccccn1)C1CCCCC1
  14% | 8
76: C/C(=N/NC(=O)c1ccc(Br)o1)c1ccc(C)o1
  ? | ·
90: CN(CC(=O)Nc1ccccc1Br)C(=O)CCC1CCCC1
  ? | ·

High-throughput results deposited in PubChem BioAssay by National Center for Advancing Translational Sciences (NCATS).

Some of the compounds tested; the hit share may differ from the screen's.
